# Screening data: PubChem BioAssay, Broad Institute
# PGC1a acetyl inh: lowers PGC1a acetylation signal in U2OS cells; AlphaScreen anti-acetyl-lysine; with virally co-expressed GCN5 acetyltransferase; inhibition, % at 15.6 µM; actives 0.17% (n = 350,000);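 active means every replicate shows inhibition of at least 40%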;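 further: 0% = neutral control wells and 100% = positive control wells; some results beyond the cut were filed as inactive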
# GSIS activator: primary screen for activators of insulin secretion dependent on glucose, INS-1E cells, GLuc reporter luminescence. INS-1E GLuc reporter insulin secretion, 2-3 h. activation, % at 16.6 µM. actives 0.61% (n = 370,000). AID 743287;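 active means lowest replicate activation of at least 40%, so every replicate reaches that level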;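 further: 0% = median of neutral control wells and 100% = median of IBMX positive control wells; some compounds called inactive have numbers as strong as hits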
# Cneo AK release: causes C. neoformans cell lysis. adenylate kinase release luminescence, 4 h; normalised: neutral wells 0, clomiphene wells 100. lysis activity, % at 15 µM. actives 0.2% (n = 360,000). AID 651654;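 active means mean lysis activity across replicates of at least 80%, whatever share of replicates individually reach that level; inactive means mean lysis activity below 80%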
#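 Assay system: Cryptococcus neoformans yeast cells / Dosing: single-point compound dose / Timing: 4 h at 37 °C static, read 1 h later / Measured by: luminescence of released adenylate kinase using an AK detection reagent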
# C2C12 statin: suppression of simvastatin myotoxicity; C2C12 myotubes + simvastatin, ATP luminescence, 48 h; scaled: DMSO 0, geranylgeraniol control 100; rescue of ATP level, % at 7.49 µM; actives 0.78% (n = 330,000);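 active means mean ATP rescue above about 67%, or every replicate alone reaching that limit, limit read from the data, passing the limit was not always enough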;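 further: myotubes were challenged with 10 µM simvastatin during compound exposure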
# ARNT TACC3 PPI: disruptors of human ARNT/TACC3 interaction; inhibition, % at 9.99 µM; actives 0.66% (n = 390,000); Q9Y6A5; AlphaScreen His-ARNT PAS-B/GST-TACC3 binding, luminescence; TACC3 fragment carries E629A point mutation;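 active means mean inhibition of replicates at least 50% and at least half of replicates each reaching 50%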;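 further: 0% = complete ARNT plus TACC3 wells and 100% = ARNT alone without TACC3; many hits fall short of the cut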
# PAX8 inh HTS: inhibitors of PAX8 transcriptional activity in RMG-I cells. RMG-I TPO-luciferase reporter, SteadyGlo, 24 h. inhibition, % at 12.6 µM. actives 1.2% (n = 360,000);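 active means mean replicate inhibition at least 60% with every replicate also reaching 60%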;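 further: luciferase light reporting Pax8 driven TPO promoter activity; plate controls were median of neutral control wells for no effect and mitoxantrone controls for full effect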
# LGR2 inh: inhibitors of bursicon-induced Drosophila LGR2 receptor cAMP signaling; HEK293 LGR2, CRE-luciferase, bursicon-stimulated, 4 h; inhibition, % at 9.99 µM; actives 0.35% (n = 380,000);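 active means drop in luminescence signal, shown as inhibition above about 50% in the replicate tests, limit read from the data, passing the limit was not always enough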;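 further: agonist challenge used bursicon conditioned medium at about half maximal strength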
# PglD inh: blocks C. jejuni PglD acetyltransferase activity. purified PglD enzyme, DTNB colorimetric CoA detection. inhibition, % at 12.5 µM. actives 0.098% (n = 360,000); in the data active means inhibition above about 16%, passing the limit was not always enough; further: strong numbers were not always called active
# Active calls of the source: *; . = no result given.
SMILES,PGC1a acetyl inh,GSIS activator,Cneo AK release,C2C12 statin,ARNT TACC3 PPI,PAX8 inh HTS,LGR2 inh,PglD inh
N=c1n(CCN2CCCCC2)c2ccccc2n1CC(O)c1ccc(Cl)c(Cl)c1 (stereo unspecified),-5,.,5,-9,6,.,.,1
C[C@@H]1CN([C@H](C)CO)C(=O)c2cc(NC(=O)C3CCCCC3)ccc2O[C@@H](C)CCCCO[C@@H]1CN(C)C(=O)C1CCCCC1,-1,-30,-1,.,-16,-2,0,1
CCCCCN(C(=O)CCC(=O)OCC(=O)c1ccc(C(C)CC)cc1)c1c(N)n(CCCC)c(=O)[nH]c1=O (stereo unspecified),.,.,-10,3,-3,.,.,-3
O=C(c1ccc2ccccc2n1)N1CCN(c2ccccn2)CC1,.,-22,-3,8,-7,1,-28,-1
O=C(CN1CCN(c2ccccc2)CC1)Nc1c(C(=O)C2CC2)oc2ccccc12,15,.,1,-5,5,.,.,1
Cc1ccc(S(=O)(=O)N(C)C[C@H]2Oc3ccc(NC(=O)CCC(F)(F)F)cc3C(=O)N([C@@H](C)CO)C[C@@H]2C)cc1,-1,5,1,-6,19,-7,2,-3
COc1ccc(C(=O)NNC(=O)C(NC(=O)c2cc(OC)cc(OC)c2)C(C)C)cc1 (stereo unspecified),-6,3,0,-9,4,6,13,4
C=CCn1c(SC)nnc1C1COc2ccccc2O1 (stereo unspecified),.,8,.,.,-11,-2,-9,.
CC(C)(C)OC(=O)NNc1c2ccccc2nc2ccccc12,.,-29,0,-7,.,-2,-14,-8
COc1ccc(CNC(=O)c2cc(-n3cnnc3)ccc2Cl)cc1,13,.,1,.,-3,.,.,5
CC(=O)N(C)c1ccc(NC(=O)Nc2ccc(C)cc2)cc1,.,1,.,.,2,-51,7,.
COc1cccc(CN2CC(C(=O)N(C)CC3CCOCC3)CCC2=O)c1 (stereo unspecified),-7,6,-5,4,-3,.,-16,1
Cc1ccc(OCC(O)CN2CCN(CCO)CC2)c(C)c1 (stereo unspecified),.,-4,-1,-4,1,7,-2,-7
CCCN1[C@@H]2c3ccc(-c4ccccc4F)c(=O)n3C[C@H]1[C@H](CO)[C@H]2C(=O)NCCOC,.,-1,9,14,15,.,8,1
O=C(CN1C(=O)c2ccccc2S1(=O)=O)c1ccccc1Cl,.,2,-10,4,-13,90*,96*,-2
CCOC(=O)CN1CCC(c2ccccc2)CC1,0,-2,0,-2,.,-4,-18,-4
C[C@@H]1CCCCO[C@H](CN(C)C(=O)Cc2ccccc2)[C@H](C)CN([C@H](C)CO)C(=O)c2cc(NS(=O)(=O)c3ccc(Cl)cc3)ccc2O1,-5,-24,1,.,.,44,12,0
Cc1cc(NCCc2ccccc2F)n2ncnc2n1,1,5,.,-3,-8,-3,-5,.
O=C(NCCc1ccccc1F)C1CC(O)CN1C(=O)Nc1ccccc1 (stereo unspecified),1,-4,-2,-6,-4,43,-1,4
O=C(COC(=O)COc1ccc(Cl)cc1)NCc1cccs1,.,14,.,.,-6,-3,-14,.
CN(C(=O)CO/N=C/c1ccc(OC(F)F)cc1)C1CCS(=O)(=O)C1 (stereo unspecified),-3,14,.,.,-5,-7,17,.
C=CCNC(=O)NC(=O)COC(=O)/C(C#N)=C/c1cc(C)n(CC(C)C)c1C,-15,.,-2,-24,1,.,.,-5
COc1cc(C(=O)N2CCN(c3ccc([N+](=O)[O-])cc3)CC2)ccc1OCc1c(C)noc1C,-6,.,0,.,1,.,.,6
COc1ccc(C(C#N)c2ccc(Cl)nn2)cc1 (stereo unspecified),-5,28,.,.,.,10,-11,.
Cc1cccc(C)c1OCc1nnc(SCC(=O)Nc2ccc(N3CCOCC3)cc2)o1,-12,13,.,-4,0,8,-1,.
O=C1c2oc3ccccc3c(=O)c2C(c2cccnc2)N1Cc1ccco1 (stereo unspecified),-1,8,0,.,-1,.,.,0
CN(C)CC(=O)N[C@@H]1C=C[C@@H](CC(=O)NCc2ccc(Cl)cc2)O[C@H]1CO,3,15,-1,-2,4,-1,-8,0
C[C@H](CO)N1C[C@H](C)[C@H](CN(C)CC2CCCCC2)Oc2ccc(NC(=O)Nc3ccc(F)cc3)cc2C1=O,.,-14,2,-38,20,-1,-5,6
CCC(C)(C)NC(=O)CN(C(=O)CCC(=O)Nc1nccs1)c1cccc(C)c1C,5,-3,-1,0,-5,17,-2,6
CC(=O)Oc1ccc(N(C(C)=O)S(=O)(=O)c2ccc(C)c([N+](=O)[O-])c2)cc1,.,-6,.,.,-18,11,-17,.
Cc1ccc(S(=O)(=O)Nc2ccc3c(c2)C(=O)N([C@H](C)CO)C[C@H](C)[C@H](CN(C)CC2CC2)O3)cc1,-3,-4,-3,17,0,1,-7,-2
CCN(C1CCCCC1)S(=O)(=O)c1ccc(OC)c(C)c1,-11,.,0,-16,-5,.,.,-1
CC(C)NC(=O)Nc1ccc2c(c1)C(=O)N([C@H](C)CO)C[C@H](C)[C@H](CN(C)C(=O)Nc1ccc3c(c1)OCO3)OCCCC[C@H](C)O2,-4,4,5,.,-6,6,10,1
O=C(C1CCC1)N1CC(=O)N2[C@H](C1)[C@@H](c1ccc(-c3cccnc3)cc1)[C@@H]2CO,5,4,.,.,.,-7,5,.
CCOc1ccccc1NC(=O)C1(S(=O)(=O)c2ccc(Cl)cc2)CC1,-13,4,0,31,-5,24,13,-5
CO[C@@H](CN(C)C(=O)c1ccc2c(c1)OCO2)[C@H](C)CN([C@@H](C)CO)S(=O)(=O)c1ccc(C)cc1,-4,14,2,8,-4,.,9,-2
CC1CCCC(C)N1CCCNC(=O)C1CCCN(S(=O)(=O)N2CCCCC2)C1 (stereo unspecified),.,9,1,1,.,7,-8,-7
Cc1cc(=O)c2ccc(NC(=O)c3ccccc3)cc2[nH]1,1,.,2,2,.,-7,.,-2
C[C@H](CO)N1C[C@H](C)[C@H](CN(C)C(=O)NC2CCCCC2)Oc2ccc(NC(=O)C3CCCCC3)cc2C1=O,0,-20,0,-22,-7,-16,-18,-8
COc1ccc(OCC(=O)NCc2n[nH]c(=O)c3ccccc23)cc1,.,-2,0,-8,-11,28,4,9
COCCCN=Cc1c(C)[nH]n(-c2ccc(Br)cc2Br)c1=O,11,12,.,.,-13,-6,41,.
Cc1cc(C)n(-c2ccc(C(=O)Nc3nc4ccccc4s3)cc2)n1,50,.,-7,.,-2,.,.,-2
O=C(CSc1ncn[nH]1)Nc1ccc(S(=O)(=O)Nc2ncccn2)cc1,.,11,.,.,-9,-4,8,.
CCOC(=O)N1CCOCCOCCN(C(=O)OCC)CCOCC1,-16,9,0,6,0,.,11,8
CCN(CC)CCn1c2c(c(SCC(=O)Nc3nc4ccc(C)cc4s3)nc1=O)CCC2,3,6,5,21,1,0,2,2
N#C/C(=C\c1ccncc1)c1nc2ccccc2[nH]1,-7,-2,.,.,8,-5,-30,.
C[C@@H]1CN([C@H](C)CO)C(=O)c2cc(NS(=O)(=O)c3ccc(F)cc3)ccc2O[C@H]1CN(C)S(=O)(=O)c1ccccc1,3,-13,1,-5,17,30,-4,0
CCCC#Cc1ccc2c(c1)O[C@H](CN(C)C(=O)Nc1ccc(OC)cc1)[C@@H](C)CN([C@@H](C)CO)S2(=O)=O,-6,-20,-3,-17,7,.,2,3
Cc1cccc(C(=O)NC(NC(=S)Nc2ccc(S(N)(=O)=O)cc2)C(Cl)(Cl)Cl)c1 (stereo unspecified),.,-15,.,.,0,37,-4,.
CN1CCN(C(=O)C[C@H]2C[C@H]3c4cc(NC(=O)C5CCOCC5)ccc4O[C@H]3[C@@H](CO)O2)CC1,-16,14,-11,0,-12,-10,-23,-2
# Continued:
SMILES,PGC1a acetyl inh,GSIS activator,Cneo AK release,C2C12 statin,ARNT TACC3 PPI,PAX8 inh HTS,LGR2 inh,PglD inh
Cc1ccc(S(=O)(=O)N(CC(=O)N2CCc3ccccc3C2)c2ccc(Cl)c(Cl)c2)cc1,-18,-17,2,.,1,24,16,-1
O=c1nc2n(c3c4c(sc13)CCC4)CCC2,9,.,0,-36,2,7,.,1
O=C1/C(=C/c2ccncc2)SC(=S)N1Cc1ccccc1,.,-13,.,.,1,40,39,.
CCN(CC)Cc1c(O)ccc2c1O/C(=C\C=C\c1ccccc1)C2=O,24,-3,-3,106*,7,-19,6,-12
CC1(C)C(=O)C2(CCCCC2)C(=O)OC1C(=O)c1ccccc1 (stereo unspecified),.,-11,.,.,-3,0,14,.
COc1ccc(S(=O)(=O)N(C)C[C@@H]2Oc3ccc(NC(=O)CCN4CCOCC4)cc3CC(=O)N([C@@H](C)CO)C[C@H]2C)cc1,4,-1,1,-14,-3,13,-9,3
COC(=O)c1cc(OC)c(OC)cc1NC(=S)N1CCN(c2ccccc2)CC1,-4,-3,1,-3,7,.,-8,-1
N#Cc1c2n(c(=S)n(-c3ccccc3)c1=O)CCCCC2,3,-4,3,5,.,18,22,0
O=C(C(=O)N1CCN(Cc2ccccc2)CC1)c1c[nH]c2ccccc12,-5,-1,-3,5,-1,5,-9,11
C[C@@H](NC(=O)C[C@@H]1CC[C@@H](NC(=O)Nc2ccc3c(c2)OCO3)[C@H](CO)O1)c1ccccc1,9,5,49,20,-1,-16,14,0
O=C(CCS(=O)(=O)c1cccc2nsnc12)N1CCN(c2ccccc2F)CC1,.,.,-2,.,-1,13,.,-3
O=C(C1CCOCC1)N1C[C@H]2[C@@H](c3ccccc31)[C@@H](CO)N2C(=O)Cc1ccccc1,9,4,6,-5,-2,-16,-3,4
O=C(NCCN1CCOCC1)c1ccc2c(c1)N(Cc1ccccc1)C(=O)c1ccccc1S2,-11,-3,-1,-7,1,-1,11,-1
CC(NCc1cccs1)C(=O)Nc1cc(Cl)cc(Cl)c1 (stereo unspecified),.,-24,-2,8,-8,11,-3,-13
C[C@@H]1CCCCO[C@@H](CN(C)Cc2ccncc2)[C@H](C)CN([C@H](C)CO)C(=O)c2cc(NC(=O)CCCN(C)C)ccc2O1,7,9,.,36,.,-4,-4,.
O=C(C[C@@H]1C[C@@H]2c3cc(NS(=O)(=O)c4ccc(F)cc4)ccc3O[C@@H]2[C@@H](CO)O1)NC1CCCC1,3,-3,-2,-7,-7,3,-3,0
Cc1ccc(C(=O)O)cc1-c1ccc(C=C2C(=O)c3ccccc3C2=O)o1,9,14,.,.,3,25,-18,.
COc1ccc(-n2c(SCC(=O)Nc3cc(C)on3)nc3c(c2=O)SCC3)cc1,-1,-4,-1,-10,-3,-7,2,3
OCCN1CCOCCN(CCO)CCN(CCO)CC1,3,.,-3,10,-4,.,.,5
O=S(=O)(NCc1csc(-c2cccs2)n1)c1cccs1,-9,-3,.,-3,4,7,-10,.
Cc1ccc2c(Cl)c(C(=O)NCCCn3ccnc3)sc2c1,1,.,-2,-29,2,-45,.,0
CC(=O)N1CCN(C(=O)c2ccc(NS(=O)(=O)c3ccc(Cl)c(Cl)c3)cc2)CC1,9,3,-1,7,0,-10,-1,2
Cc1ccc(OCCNC(=O)[C@H]2O[C@@H](n3ccc(=O)[nH]c3=O)[C@H](O)[C@@H]2O)cc1C,-12,5,-1,4,.,-17,6,-2

# No enrichment for hits; about 2.9% have a hit in one of these screens.
